# Epigenetic reg = regulators of epigenetic silencing causing reporter derepression in mouse cells. murine LDR cells, GFP reporter derepression, 30 h. Potency, µM (top dose mostly 53.9 µM), for inactives: at the top dose GFP activation, actives largely listed as activators. 0.2% of 280,000 active. AID 1865; active = well fitted activation curve with a large enough effect; inconclusive = small, poorly fitted or top-dose-only effect; note: % of control where 0% means no effect; nearly all actives have a fitted effect of over 60% in size
#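 Readout is the number of GFP-expressing murine LDR cells, counted by cytometry following washing. Cells were treated with compound for 30 h at 37 C; the stably integrated CMV-GFP locus is normally silent.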
# * marks the source's active call; other numbers are inactive results; ? = inconclusive. Potency is the fitted concentration of half-maximal effect.
compound	Epigenetic reg
CCC(=O)N1CCc2cc(S(=O)(=O)NC(C(=O)NCc3ccc(OC)cc3)C(C)C)ccc21 (stereo not given)	-4.1%
Cc1cc(C)c2oc(C(=O)Nc3ccc(S(=O)(=O)N4CCCCCC4)cc3)cc(=O)c2c1	-1.0%
COc1ccc(CNC(=O)C2CCN(c3nnc(C)c4c(C)n(-c5ccc(C)cc5)nc34)CC2)cc1	5.6%
Cc1ccc(NC(=O)C2CCN(c3cc(C)nc4c(-c5ccc(Cl)cc5)c(C)nn34)CC2)c(C)c1	-0.3%
CCOC(=O)c1ccc(NC(=O)Cn2c(=O)n(-c3ccc(C)cc3)c(=O)c3c2cnn3C)cc1	-1.0%
CCOc1ccc(OCC)c(NC(=O)C(NS(=O)(=O)c2ccc(Br)s2)c2ccccc2)c1 (stereo not given)	1.1%
Cc1ccc(OCc2nc(-c3ccc(C(=O)NCc4ccc(OC(C)C)cc4)cc3)oc2C)cc1	7.1%
CCOc1ccccc1NC(=O)c1cc2c(Cl)nc3ccccc3c2s1	0.8%
Cc1ccccc1Nc1cc(C(=O)NCc2cccs2)c2ccccc2n1	-1.3%
COc1ccc(-c2cc(C(F)(F)F)c(C#N)c(SCC(=O)Nc3cccc(C)c3)n2)cc1	4.8%
CCc1ccccc1NC(=O)CN(c1cc(C(F)(F)F)ccc1Cl)S(=O)(=O)c1ccccc1	2.0%
Cc1ccc(CN2C(=O)C3(SCC(=O)N3c3ccc(C)c(C)c3)c3ccccc32)cc1 (stereo not given)	-0.5%
CCS(=O)(=O)N1CCC(n2c(C(F)(F)F)nc3cccnc32)CC1	1.7%
O=C(Cn1c(=O)nc(-c2ccccc2)c2ccccc21)Nc1ccc(Cl)cc1F	-0.9%
CCc1nn(Cc2cc(C)ccc2C)c(=O)c2cc3cc(C)ccc3n12	0.0%
CCOC(=O)c1ccc(NC(=O)CC2C(=O)N(c3ccc(F)cc3)C(=O)N2Cc2ccc3c(c2)OCO3)cc1 (stereo not given)	-0.4%
COc1ccc(-c2cc(C(F)(F)F)nc(SCC(=O)NC(C)c3ccccc3)n2)cc1 (stereo not given)	1.0%
Cc1nn(C(=O)COc2ccccc2Br)c(C)c1Sc1ccccc1	-1.7%
CCc1ccc(NC(=O)Cn2c(=O)n(CCCCC(=O)NCCc3ccc(Cl)cc3)c(=O)c3ccccc32)cc1	0.2%
Cc1ccc(C(=O)c2oc3ccccc3c2NC(=O)COc2ccc(C(C)(C)C)cc2)cc1	0.1%
Fc1ccc(CNc2cc(-c3ccccc3)nc3nncn23)cc1	11.3%
COc1ccc(-c2cc(C(F)(F)F)nc(SCCC(=O)Nc3ccc(NC(C)=O)cc3)n2)cc1	-1.0%
COc1ccc(-c2cc(C(=O)Nc3sc4c(c3C(N)=O)CCCC4)no2)cc1	-1.8%
Cc1ccc(Oc2nc3c(c(=O)n(Cc4ccccc4Cl)c(=O)n3C)n2C)cc1C	0.8%
CCOC(=O)CCn1cnc2onc(-c3ccccc3Cl)c2c1=O	3.3%
CC(C)OCCCNC(=O)C(=O)Nc1ccc2nc3n(c(=O)c2c1)CCCCC3	-4.1%
COc1ccc(CNC(=O)CSc2c3c(nc4ccc(Cl)cc24)CCCC3)cc1	4.1%
CCc1ccc(NC(=O)CC2C(=O)N(c3ccc(F)cc3)C(=O)N2Cc2ccc(F)cc2)cc1 (stereo not given)	-1.5%
Cc1ccc(C(=O)Nc2ccc(S(=O)(=O)Nc3onc(C)c3C)cc2)cc1	-0.8%
CCOc1ccc(Nc2cc(C)c(C#N)c3nc4ccccc4n23)cc1	3.6%
COc1ccccc1NC(=O)C1=C(C)Nc2nc3ccccc3n2C1c1cccc(Br)c1 (stereo not given)	-1.8%
CC(C)CCNC(=O)c1cnc2sc(N3CCCCC3)nn2c1=O	-5.1%
Cc1ccc(CN2CCC(CNC(=O)Nc3ccccc3F)CC2)cc1	1.2%
Cc1ccc(S(=O)(=O)N2CCC(Oc3ccc(-n4cnnn4)cc3)CC2)cc1	-2.2%
Cc1ccc2c(CNCc3cccc(Cl)c3)c(C(=O)O)n(Cc3ccc(F)cc3Cl)c2c1	11.1%
COc1cc2c(cc1NC(=O)C(C)Oc1ccccc1)oc1ccccc12 (stereo not given)	3.8%
CCOc1ccccc1NC(=O)CCc1c(C)nc2cc(-c3ccccc3)nn2c1C	0.0%
O=C(NCCc1ccc(Cl)cc1)c1ccc(CS(=O)Cc2ccccc2Cl)o1 (stereo not given)	6.3%
O=[N+]([O-])c1cc(-c2nc(-c3ccccc3)no2)ccc1NC1CCCC1	-3.5%
COc1cccc(CNC(=O)C(NS(=O)(=O)c2cccs2)C(C)C)c1 (stereo not given)	-0.3%
CC(C)Oc1ccc(NC(=O)c2cc3ccccc3o2)cc1	-1.5%
Cc1c2cnn(-c3ccccc3)c(=O)c2c(C)n1CC(=O)NCc1ccc(Cl)cc1	11.5%
Cc1cccc2nc(-c3ccc(N(C)C)cc3)c(Nc3ccc4c(c3)OCO4)n12	?
Cc1cc(Nc2cccc(C)c2C)n2cnnc2n1	7.9%
COCCNC(=O)Cn1c(=O)n(-c2ccc(C)c(C)c2)c(=O)c2c3c(sc21)CCCCC3	-1.8%
Cc1ccc(C)c(NC(=O)C2CCCN(S(=O)(=O)c3ccc4[nH]c(=O)ccc4c3)C2)c1 (stereo not given)	13.6%
CCCCCNC(=O)CCCCCn1c(=O)[nH]c2ccsc2c1=O	-1.0%
Cc1ccccc1COC(=O)c1ccc(-c2nnn(Cc3ccccc3F)n2)cc1	-1.1%
CCN(CC)c1ccc(NC(=O)c2cnn3c(C(F)F)cc(-c4ccccc4)nc23)cc1	0.0%
Cc1ccc(-n2c(SCC(N)=O)nc3c(oc4ccccc43)c2=O)cc1C	0.8%

# (more compounds)
compound	Epigenetic reg
Cc1nc2nc(NC(=O)c3ccc(C(C)(C)C)cc3)[nH]n2c(=O)c1C	-3.4%
CCC(=O)N1CCc2cc(S(=O)(=O)CCC(=O)NCc3ccccc3OC)ccc21	2.4%
CCOC(=O)CSc1nc2ccccc2n2c(C)nnc12	1.5%
O=C(CN1C(=O)CSc2ccc(S(=O)(=O)N3CCCC3)cc21)Nc1cccc(Cl)c1	-3.3%
COCc1nc2cccnc2n1C1CCN(S(=O)(=O)N(C)C)CC1	0.8%
CCOc1ccccc1N1CC(c2nc3ccccc3n2CCOc2ccccc2)CC1=O (stereo not given)	6.5%
Cc1ccc(Nc2c(-c3ccc(C)o3)nc3cccc(C)n23)cc1	-1.8%
CCN(CCCNC(=O)c1cc2c(=O)[nH]c3ccc(C)cc3c2s1)c1ccc(C)cc1	1.2%
Cc1ccc(C)c(-n2c(CCC(=O)O)ccc2-c2ccc(Cl)cc2)c1	-0.7%
CC(C)(C)OC(=O)N1CCc2nc(N3CCN(c4ncccn4)CC3)ncc2C1	-2.8%
Cc1ccc(S(=O)(=O)Nc2cc(Cl)c3oc4c(c3c2)C(=O)CC(C)(C)C4)cc1	6.7%
COc1ccc(NC(=O)C2(S(=O)(=O)c3ccc(C)cc3)CC2)c(OC)c1	-0.9%
Cc1ccc(C)c(NC(=O)Cn2c(=O)n(Cc3cccs3)c(=O)c3cccnc32)c1	?
CCC(=O)Nc1cc(-c2nc3ccccc3s2)c(Cl)cc1Cl	0.0%
Cc1cc(NC(=O)c2cc(-c3cccc(Cl)c3)on2)n(-c2ccccc2)n1	-4.9%
Cc1ccc(S(=O)(=O)c2cnc(SCC(=O)Nc3cccc(Cl)c3)nc2N)cc1C	0.3%
O=C(/C=C/c1ccccc1)Nc1cc(-c2nc3cc(Cl)ccc3o2)ccc1Cl	1.1%
Cc1ccc2cccc(NC(=O)c3ccc(-c4ccc(Cl)cc4Cl)o3)c2n1	-1.1%
Cc1ccc2c(c1)C(c1ccccc1)N(C(=O)COc1ccc(Cl)cc1Cl)CC(=O)N2 (stereo not given)	-1.0%
Cc1ccc2cccc(NC(=O)c3ccc(-c4cccc([N+](=O)[O-])c4)o3)c2n1	10.8%
CCCCN(CC)CCNC(=O)Cn1cnc2sc(C)c(S(=O)(=O)N3CCC(C)CC3)c2c1=O	-1.0%
CCOc1ccc(-n2c(-c3ccc(OC)cc3)cc3c2CC(C)(C)CC3=O)cc1	0.0%
Cc1ccc(-c2nnc(SCC(=O)NCCC(C)C)nc2-c2ccc(C)cc2)cc1	12.0%
COc1cccc(NC(=O)CCc2nc(-c3ccc(C(C)(C)C)cc3)no2)c1	0.0%
CC1=C(C(=O)OC2CCCCCC2)C(c2c(F)cccc2Cl)CC(=O)N1 (stereo not given)	-0.2%
COc1ccccc1CCNC(=O)Cc1c(C)c2c(cc(C)c3c(C)c(C)oc32)oc1=O	2.3%
CCOC(=O)c1cccc(NC(=O)CC2C(=O)N(c3ccccc3)C(=O)N2Cc2ccco2)c1 (stereo not given)	1.3%
CCCCN(C)CCNC(=O)c1nn(-c2ccc(OC)c(Cl)c2)c(=O)c2c1c1ccccc1n2C	7.5%
COc1cc(/C=C(\C#N)c2nc3ccccc3[nH]2)ccc1OCc1cccc(C(F)(F)F)c1	-1.1%
CNC(=O)c1ccc2c(c1)N=C(C)c1cc(C)ccc1S2	-0.6%
COc1ccc(-c2c(C)nn3c(C(F)(F)F)cc(-c4ccccc4)nc23)cc1OC	-1.1%
CCc1ccc(Nc2nc3ccccc3nc2NS(=O)(=O)c2ccccc2)cc1	-0.7%
CCOc1ccc(-c2csc(-c3nc(-c4ccc(Br)s4)cs3)n2)cc1	-1.8%
N#Cc1nc(/C=C/c2ccc(F)cc2)oc1NC1CCCCC1	1.3%
Cc1cccc(-c2nc(CN3CCCC(C(=O)NCc4ccc(Cl)cc4)C3)c(C)o2)c1 (stereo not given)	0.0%
Cc1cn2c(=O)cc(COc3ccc(NC(=O)c4cccc(F)c4)cc3)nc2s1	-5.8%
CCc1ccc(OCCCSc2nc(-c3ccc(C(C)(C)C)cc3)nc3cc(=O)[nH]n23)cc1	5.5%
COC(=O)c1cc(OC)c(OC)cc1NC(=O)c1ccc2c(c1)CCN2S(=O)(=O)c1ccccc1	-0.9%
COc1cccc(N2CCN(C(=O)c3cc4c(=O)oc5ccc(C)cc5c4s3)CC2)c1	-1.1%
Cc1ccc(NC2=CC(c3ccccc3F)N(c3ccc(C)cc3)C2=O)cc1 (stereo not given)	-1.0%
Cc1cc(C)cc(NC(=O)c2oc3ccc4c(c3c2C)C(=O)CC(C)(C)O4)c1	?
COc1ccc(-c2c(C)nn3c(N4CCN(c5cc(Cl)ccc5C)CC4)cc(C)nc23)cc1OC	-1.1%
CCOc1ccc(S(=O)(=O)N(CC(=O)NCCc2ccc(OC)cc2)c2ccccc2)cc1	-0.8%
CCc1ccc(C(=O)c2cn(CC(=O)Nc3ccc(OC)cc3)c3cc4c(cc3c2=O)OCO4)cc1	?
O=S(=O)(c1ccc(Br)cc1)c1nc(-c2ccco2)oc1SCc1ccccc1Cl	-4.7%
Cc1ccccc1C(=O)Nc1cc2c(cc1N1CCCCC1)n(C)c(=O)n2C	2.5%
Cc1ccc(C)c(S(=O)(=O)c2nnn3c2nc(NC2CCCCC2)c2sccc23)c1	-0.8%
CCc1c(C)c(C#N)c2nc3ccccc3n2c1Nc1cccc(C(F)(F)F)c1	6.2%
Cc1cccc(N2CCN(C(=O)c3ccc4c(c3)c(C)c(C)n4C)CC2)c1C	-4.7%
CCN1CCN(C(=O)c2ccc3c(c2)N(Cc2ccccc2)C(=O)c2ccccc2S3(=O)=O)CC1	-1.1%

# Overlap with the part before: 5 entries, then new ones.
compound	Epigenetic reg
Cc1ccccc1C(=O)Nc1cc2c(cc1N1CCCCC1)n(C)c(=O)n2C	2.5%
Cc1ccc(C)c(S(=O)(=O)c2nnn3c2nc(NC2CCCCC2)c2sccc23)c1	-0.8%
CCc1c(C)c(C#N)c2nc3ccccc3n2c1Nc1cccc(C(F)(F)F)c1	6.2%
Cc1cccc(N2CCN(C(=O)c3ccc4c(c3)c(C)c(C)n4C)CC2)c1C	-4.7%
CCN1CCN(C(=O)c2ccc3c(c2)N(Cc2ccccc2)C(=O)c2ccccc2S3(=O)=O)CC1	-1.1%
COC(=O)NCc1c(C)nn(-c2ccccc2)c1-n1cccc1	-3.2%
CCOC(=O)C1CCN(C(=O)Cn2nc(C)n3c(cc4cc(F)ccc43)c2=O)CC1	0.8%
Cc1cc(C)c(NC(=O)Cn2c(=O)n(-c3cccc(C(F)(F)F)c3)c(=O)c3c(C)c(C)sc32)c(C)c1	7.9%
COc1ccc(NC(=O)C(C)n2nc(C)c3c(C)n(-c4ccccc4)nc3c2=O)cc1Cl (stereo not given)	-1.2%
Cn1nc(C(=O)NCc2ccccc2)c2c1-c1ccccc1SC2	-2.4%
CCOc1ccc(NC(=O)Cn2nc(SC)c(S(=O)(=O)c3ccccc3)c2N)cc1	-2.7%
COc1ccc(Cc2nc3c4cnn(-c5cccc(F)c5)c4ncn3n2)cc1	1.9%
Cc1ccc2nc(SCc3nc(-c4ccccc4C)no3)[nH]c2c1	-1.1%
Cc1ccc(C(=O)Nc2nc(-c3nnn(-c4cccc(C(F)(F)F)c4)c3C)ns2)cc1	1.6%
Cc1ccc(Cl)cc1N1CCN(C(=O)Cn2nc(C)n3c(cc4sccc43)c2=O)CC1	0.0%
CC(=O)c1cccc(NC(=O)CCS(=O)(=O)c2ccc3c(c2)n(C)c(=O)c(=O)n3C)c1	-4.0%
CCc1cccc(C)c1NC(=O)C1=C(C)C(=O)OC12CCC(C)CC2 (stereo not given)	0.0%

# Source: PubChem

# Not all compounds are listed. The share of hits here may be higher or lower than overall.
